High-throughput results: PubChem, National Center for Advancing Translational Sciences (NCATS)
PGK inhibitor: inhibitors of T. brucei phosphoglycerate kinase | hit rate 0.043% among 380,000 | PGK/GAPDH coupled, Kinase-Glo luminescence, 60 min | P07378 | Potency, µM (highest dose often 57.5 µM), for the others: top-dose activity change, negative = inhibition, hits mostly inhibitors; further: potency means the concentration at half of the fitted maximal effect; on the % scale 0 is the no-effect control and ±100 the full control effect; nearly all actives have a fitted effect of over 60% in size
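Luminescent ATP detection (Kinase-Glo Plus) follows a 60-minute room-temperature incubation, with wells lacking PGK as controls. Buffer: 100 mM TEA (pH 7.6), 5 mM MgCl2, 0.01% Tween-20. Coupling enzyme GAPDH (100 nM final) supplies unstable 1,3-BPG in-well.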
APE1 inh: inhibitors of human APE1 endonuclease; P27695; recombinant APE1, TAMRA/BHQ-2 abasic DNA cleavage fluorescence; Potency, µM (highest dose often 65.8 µM), for inactives: top-dose activity change, negative = inhibition, most hits filed as inhibitors; hit rate 0.35% among 350,000;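 further: potency means the concentration at half of the fitted maximal effect; plate controls were vehicle for no effect and reference inhibitor for full effect; nearly all actives have a fitted effect of over 55% in size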
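Compound pre-exposure to 0.75 nM APE1, 15 min at ambient temperature. Reaction initiated with 50 nM TAMRA/BHQ-2 THF substrate, read immediately in kinetic mode, 525 nm excitation, 598 nm emission.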
POLH inh: blocks human DNA polymerase eta activity; recombinant Pol eta, fluorescent DNA replication assay; Potency, µM (series often up to 114 µM), for inactives: at the top dose activity change, negative = inhibition, most hits filed as inhibitors; hit rate 1.2% among 390,000; AID 588591; further: potency means the concentration at half of the fitted maximal effect; on the % scale 0 is the no-effect control and ±100 the full control effect
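Pol eta at 10 nM preincubated with compounds 15 min at room temperature; reaction started with fluorescent substrate (50 nM final) and read kinetically at 0 and 10 min.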
POLI inh: inhibitors of human DNA polymerase iota | AID 588590 | Pol iota fluorescent replication assay, 10 min | hit rate 1% among 390,000 | Q9UNA4 | Potency, µM (titrated, usually from 115 µM), for inactives: at the highest dose activity, negative = inhibition, hits mostly inhibitors; further: potency means the concentration at half of the fitted maximal effect
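Pol iota at 10 nM preincubated 15 min with compounds at room temperature; reaction started with fluorescent substrate, 50 nM final. Fluorescence read kinetically at 0 and 10 min; buffer-only wells as negative control.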
BLM inh: Bloom syndrome helicase (human) inhibition | Potency, µM (doses to about 56.1 µM), without a hit: top-dose activity change, negative = inhibition, actives largely listed as inhibitors | hit rate 0.2% among 350,000 | AID 2528 | recombinant BLM DNA unwinding, fluorescence dequenching;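 further: potency means the concentration at half of the fitted maximal effect; plate controls were vehicle for no effect and no enzyme for full effect; nearly all actives have a fitted effect of over 35% in size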
Target sequence (P54132 whole entry, looked up): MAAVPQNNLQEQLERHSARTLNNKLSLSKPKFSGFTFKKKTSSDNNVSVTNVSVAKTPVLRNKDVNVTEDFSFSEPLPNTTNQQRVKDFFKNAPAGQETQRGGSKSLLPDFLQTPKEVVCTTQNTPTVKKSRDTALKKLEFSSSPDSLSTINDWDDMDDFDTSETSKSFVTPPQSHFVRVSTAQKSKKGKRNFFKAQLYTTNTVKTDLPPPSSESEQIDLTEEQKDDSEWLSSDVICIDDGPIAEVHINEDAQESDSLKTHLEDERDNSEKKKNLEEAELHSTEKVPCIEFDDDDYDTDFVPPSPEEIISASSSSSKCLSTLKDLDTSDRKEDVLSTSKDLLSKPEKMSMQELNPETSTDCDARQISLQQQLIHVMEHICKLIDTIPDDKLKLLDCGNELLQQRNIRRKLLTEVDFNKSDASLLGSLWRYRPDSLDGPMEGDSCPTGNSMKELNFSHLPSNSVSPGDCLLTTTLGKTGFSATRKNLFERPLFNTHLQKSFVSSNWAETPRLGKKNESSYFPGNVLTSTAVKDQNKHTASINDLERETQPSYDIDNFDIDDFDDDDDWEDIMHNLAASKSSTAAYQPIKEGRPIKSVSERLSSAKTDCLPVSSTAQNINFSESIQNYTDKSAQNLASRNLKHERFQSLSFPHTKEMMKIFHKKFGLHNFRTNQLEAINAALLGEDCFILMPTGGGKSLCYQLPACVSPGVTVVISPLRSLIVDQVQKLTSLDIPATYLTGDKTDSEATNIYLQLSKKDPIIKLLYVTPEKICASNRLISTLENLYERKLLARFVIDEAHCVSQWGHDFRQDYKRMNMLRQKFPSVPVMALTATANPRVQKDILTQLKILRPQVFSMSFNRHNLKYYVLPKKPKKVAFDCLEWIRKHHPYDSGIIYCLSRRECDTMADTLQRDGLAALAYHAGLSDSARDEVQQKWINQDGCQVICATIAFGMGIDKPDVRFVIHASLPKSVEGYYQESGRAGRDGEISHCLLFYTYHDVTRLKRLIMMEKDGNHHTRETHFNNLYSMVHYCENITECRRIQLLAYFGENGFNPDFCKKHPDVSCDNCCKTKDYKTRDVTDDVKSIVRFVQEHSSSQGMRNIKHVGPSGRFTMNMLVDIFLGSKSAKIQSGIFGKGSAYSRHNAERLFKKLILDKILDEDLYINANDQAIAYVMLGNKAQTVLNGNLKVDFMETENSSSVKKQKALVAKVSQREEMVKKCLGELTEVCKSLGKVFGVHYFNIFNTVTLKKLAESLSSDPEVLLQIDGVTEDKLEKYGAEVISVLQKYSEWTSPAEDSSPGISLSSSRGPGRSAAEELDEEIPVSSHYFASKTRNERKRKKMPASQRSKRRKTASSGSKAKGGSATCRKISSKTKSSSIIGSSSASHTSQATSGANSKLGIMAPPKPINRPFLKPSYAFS
Pol kappa inh: DNA polymerase kappa (human) inhibition | purified Pol kappa, fluorescent DNA synthesis assay, 10 min | Potency, µM (top dose mostly 107 µM), inactives show top-dose activity, negative = inhibition, actives largely listed as inhibitors | hit rate 0.53% among 400,000 | AID 588579; further: potency means the concentration at half of the fitted maximal effect; on the % scale 0 is the no-effect control and ±100 the full control effect
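Activity was followed as the change in fluorescence between reads at 0 and 10 min after starting the reaction with 50 nM substrate. Beforehand, 10 nM polymerase had been preincubated with compound for 15 min at room temperature.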
RXFP1 antagonist: antagonists of human relaxin receptor RXFP1 | Q9HBX9 | HEK293-RXFP1, relaxin-stimulated cAMP HTRF, 30 min; stronger effect = lower value | AID 1259400 | hit rate 0.59% among 350,000 | activity change, negative = inhibition, % at 57.5 µM;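 active means activity change of -60% or lower, but not beyond a set lower limit; inconclusive means change between -60% and -40%, or beyond the set limit; inactive means change above -40%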; further: on the % scale 0 is the no-effect control and ±100 the full control effect
POLB inh: blocks human DNA polymerase beta activity. P06746. Pol beta primer extension/strand displacement, fluorescence kinetic. Potency, µM (titrated, usually from 114 µM), without a hit: at the highest dose activity change, negative = inhibition, actives largely listed as inhibitors. hit rate 1.3% among 340,000. AID 485314; further: potency means the concentration at half of the fitted maximal effect; on the % scale 0 is the no-effect control and ±100 the full control effect
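10 nM enzyme + cpd, 15 min RT; start with substrate 50 nM final; read 0 min and after 10 min RT. Corrected, normalized data; 4-parameter Hill curve fit.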
Apoferritin bind: binds horse apoferritin like a general anesthetic; apoferritin/1-aminoanthracene competitive binding, fluorescence; Potency, µM (doses to about 77.5 µM), without a hit: top-dose activity change, negative = displacement, actives largely listed as inhibitors; hit rate 0.074% among 350,000; P02791; further: potency means the concentration at half of the fitted maximal effect; on the % scale 0 is the no-effect control and ±100 the full control effect; nearly all actives have a fitted effect of over 20% in size
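Steps: apoferritin (10 uM) was premixed with half-saturated 1-AMA in PBS, compounds were pin-transferred, plates stood 10 min at room temperature, fluorescence was read at 380/535 nm, and curves were fitted with a Hill equation.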
Numbers without * were called inactive; i = inactive; ? = inconclusive; . = no result given; & = joins results of further samples; [ ] = dose if it differs, or a comment. Unless noted, the call rests on the fitted dose curve; in most records, active means well fitted curve in the direction sought with a large enough effect; inconclusive means small, poorly fitted or top-dose-only effect, or another doubt; inactive means no such curve, though single readings can be large; an effect the other way counts as inactive or inconclusive.

SMILES | PGK inhibitor | APE1 inh | POLH inh | POLI inh | BLM inh | Pol kappa inh | RXFP1 antagonist | POLB inh | Apoferritin bind
CCOc1ccc(N(C)S(=O)(=O)c2ccc3[nH]cc(C(=O)NCCOC)c(=O)c3c2)cc1 | 0% | -6% | -24% | 147%[activator] | -2% | 1% | -11 | -24% | ?
Cc1ccc(O)c(NC(=O)C2CCCCC2)c1 | 3% | 0% | 2% | -10% | -1% | -11% | 0 | 1% | ?
O=C(Oc1c(Br)cc([N+](=O)[O-])cc1Br)c1cccnc1 | -9% | 4% | -3% | 8% | 6% | -9% | 9 | -1% | 3%
COc1cc(/C=N/NS(=O)(=O)c2ccc(C(C)(C)C)cc2)cc([N+](=O)[O-])c1O | -9% | -5% | -12% | 26% | -5% | -3% | 4 | -4% | -9%
CCOc1cccc(/C=N/N2C(C)CCCC2C)c1O (stereo not drawn) | -9% | 51%[activator] | -10% | ? | -4% | 14% | -3 | 3% | ?
O=C(C1=C[C@@H](C2CCCCC2)C[C@@H](OCc2ccc(CO)cc2)O1)N1CCN(Cc2ccc3c(c2)OCO3)CC1 | 12% | -8% | -32% | 8% | -12% | 1% | . | -1% | 64%[activator]
CCOCCCNC(=S)N1CCC(C(=O)c2ccc(C)cc2)CC1 | -9% | 25% | -7% | 18% | -11% | 4% | -7 | 25% | -18%
CCOc1ccc(Nc2nc(Nc3ccc(OCC)cc3)nc(N3CCOCC3)n2)cc1 | 0% | . | 2% | 40%[activator] | 0% | -22% | 0 | -1% | 6%
CCn1c(C(C)NC(=O)c2ccc(Cl)cc2)n[nH]c1=S (stereo not drawn) | -10% | 4% | -14% | 104%[activator] | 3% | 2% | 1 | 19% | -4%
Cc1nn(-c2cc(N3CCCCCC3)ccc2[N+](=O)[O-])c(=O)c2ccccc12 | -2% | -1% | -2% | -7% | -6% | -12% | 4 | 0% | ?
COc1ccc(NC(=O)CN2CCN(C(=O)N3CCOCC3)CC2)cc1 | 0% | 4% | 13% | 33%[activator] | -2% | -9% | 4 | -2% | 10%
O=C(O)c1ccc(N=Cc2nc(-c3ccco3)oc2O)cc1 | -4% | 12% | 4% | -6% | -11% | -11% | 2 | 41% | -17%
COc1ccc(-n2cc(-c3ccccc3)[n+]3c2CCCCC3)cc1 | -5% | -4% | -12% | 51%[activator] | -2% | -5% | -1 | -21% | -9%
COc1cccc(-c2nc(SCC(=O)NCc3ccco3)c3c(=O)n(C)c(=O)n(C)c3n2)c1 | . | . | . | -8% | -1% | -3%[60.1 µM] | 1 | -1% | -5%
O=C(NCc1ccc2c(c1)OCO2)c1ccco1 | i | -2% | -13% | 28% | -4% | 6% | -3 | 29% | -11%

2 entries picked at random from the list so far:
SMILES | PGK inhibitor | APE1 inh | POLH inh | POLI inh | BLM inh | Pol kappa inh | RXFP1 antagonist | POLB inh | Apoferritin bind
CCOc1cccc(/C=N/N2C(C)CCCC2C)c1O (stereo not drawn) | -9% | 51%[activator] | -10% | ? | -4% | 14% | -3 | 3% | ?
Cc1ccc(O)c(NC(=O)C2CCCCC2)c1 | 3% | 0% | 2% | -10% | -1% | -11% | 0 | 1% | ?

Two entries from above, set out differently:
SMILES,PGK inhibitor,APE1 inh,POLH inh,POLI inh,BLM inh,Pol kappa inh,RXFP1 antagonist,POLB inh,Apoferritin bind
COc1cccc(-c2nc(SCC(=O)NCc3ccco3)c3c(=O)n(C)c(=O)n(C)c3n2)c1,.,.,.,-8%,-1%,-3%[60.1 µM],1,-1%,-5%
O=C(NCc1ccc2c(c1)OCO2)c1ccco1,i,-2%,-13%,28%,-4%,6%,-3,29%,-11%

Following part
SMILES | PGK inhibitor | APE1 inh | POLH inh | POLI inh | BLM inh | Pol kappa inh | RXFP1 antagonist | POLB inh | Apoferritin bind
CCc1ccc(-n2c(=O)c3c(C)c(C(=O)N(C)C)sc3n(CC(=O)NCc3ccco3)c2=O)cc1 | i | 1% | -14% | 3% | -3% | -8% | 3 | 13% | -8%
O=S(=O)(Nc1ccc(-c2ccc(N3CCCC3)nn2)cc1)c1cccc(C(F)(F)F)c1 | 7% | . | -4% | -18% | -6% | -10%[60.1 µM] | -20 | -10% | 53%[activator]
CCn1c(SCC(=O)Nc2sc3c(c2C#N)CCCC3)nnc1-c1ccco1 | i | -4% | -6% | -1% | -4% | 10% | -10 | -2% | ?
Cc1ccc([N+](=O)[O-])cc1S(=O)(=O)Nc1cccc(-c2ccc(N3CCOCC3)nn2)c1 | 3% | -5% | -26% | 38%[activator] | . | -2% | 15 | . | .
COc1ccc2c(c1)[C@H]1[C@H](CO2)[C@H](c2ccccc2)[C@]2(C)C(=O)N[C@H](C)C(=O)N12 | -11% | -10% | -12% | ? | . | -14% | . | . | .
O=C1CC(c2ccco2)CC(O)=C1C=Nc1cc(Cl)cc(Cl)c1 (stereo not drawn) | -2% | ? | ? | ? | -7% | 71µM* | -9 | 40µM* | -16%
Cc1cc(C)cc(C(=O)NCC(=O)OCC(=O)N2c3ccccc3NC(=O)C2(C)C)c1 | 0% | ? | -12% | -26% | -25% | -2% | -6 | 14µM* | -15%
COC(=O)[C@@]12CCCN1[C@H](c1ccc(-c3ccc(OC)cc3)c(OC)c1)[C@H]1C(=O)N(C)C(=O)[C@H]12 | -8% | 52%[activator] | 1% | 4% | . | 4% | . | . | .
COc1ccc(-c2nnc(SCc3c(C)noc3C)n2N)cc1OC | -5% | 1% | 0% | 4%[58.9 µM] | -4% | -15% | 11 | 30% | -8%
CC(C)C1CC(c2ccccc2)(C(CN)CO)CCO1 (stereo not drawn) | i | -1% | -23% | 29% | 0% | -6% | -33 | 27% | -5%
CCc1cc2cccc(C)c2nc1SCC(=O)Nc1cc(C)on1 | 10% | 17% | -1% | 53%[activator] | -3% | 2% | -1 | 15% | 0%
O=c1[nH]nnc2c1sc1nc(N3CCOCC3)c3c(c12)CCCC3 | -3% | . | -5% | 26% | . | -15% | -5 | . | .
CN(Cc1c(C(=O)N/N=C/c2ccccc2)nnn1-c1nonc1N)c1ccccc1 | -2% | -15% | -4% | -13% | -13% | -5% | 9 | 0% | -21%
COc1ccc(Cl)cc1N(C(C)=O)c1nc(C)cc(C)c1C#N | -29% | 28% | -16% | 32%[activator] | 1% | 3% | -2 | 9% | -7%
O=C(NCc1ccccc1Cl)c1ccc2c(c1)NC(=O)C(CS(=O)(=O)Cc1ccc(F)cc1Cl)N2 (stereo not drawn) | -2% | . | 10% | -7% | -9% | -6%[60.1 µM] | 5 | ? | 132%[activator]

Reformatted: four of the compounds above.
compound,PGK inhibitor,APE1 inh,POLH inh,POLI inh,BLM inh,Pol kappa inh,RXFP1 antagonist,POLB inh,Apoferritin bind
CCc1ccc(-n2c(=O)c3c(C)c(C(=O)N(C)C)sc3n(CC(=O)NCc3ccco3)c2=O)cc1,i,1%,-14%,3%,-3%,-8%,3,13%,-8%
O=S(=O)(Nc1ccc(-c2ccc(N3CCCC3)nn2)cc1)c1cccc(C(F)(F)F)c1,7%,.,-4%,-18%,-6%,-10%[60.1 µM],-20,-10%,53%[activator]
CCn1c(SCC(=O)Nc2sc3c(c2C#N)CCCC3)nnc1-c1ccco1,i,-4%,-6%,-1%,-4%,10%,-10,-2%,?
Cc1ccc([N+](=O)[O-])cc1S(=O)(=O)Nc1cccc(-c2ccc(N3CCOCC3)nn2)c1,3%,-5%,-26%,38%[activator],.,-2%,15,.,.

(further entries)
SMILES | PGK inhibitor | APE1 inh | POLH inh | POLI inh | BLM inh | Pol kappa inh | RXFP1 antagonist | POLB inh | Apoferritin bind
CCCCc1nc2ccccc2[nH]1 | -8% | -7% | -12% | 98%[activator] | -4% | -7% | -7 | -6% | -6%
Cc1ccc(NC(=O)C2CCN(S(=O)(=O)c3cc([N+](=O)[O-])ccc3Cl)CC2)nc1 | -11% | -16% | ? | ? | . | ? | 4 | . | .
Cn1c(-c2nnn(-c3ccc(F)cc3)n2)cc2ccccc21 | . | 0% | . | . | 0% | . | . | -26% | -23%
O=C1CCCN2N=C(SCC(=O)Nc3ccc(Br)cc3)SC2=N1 | i | 13% | -16% | 33%[activator] | -3% | 4% | 1 | 48% | -16%
CCCCNC(=O)c1cc2c(=O)n3cccc(C)c3nc2s1 | 3% | 10% | -2% | 25%&-2% | -2%&-7% | -2%&2% | -5&-1 | 20%&-1% | 7%&0%
COC(=O)/C=C/c1ccc(-n2ccnc2)cc1 | 11% | -3% | -3% | 72%[activator] | -1% | 2% | -17 | -1% | -6%
Cc1cc(C)nc(NN2C(=O)/C(=C/c3ccccc3)SC2=S)n1 | -10% | 0% | -10% | -16% | -1% | -4% | 13 | 6% | -24%
CN(CCO)c1nc(N)c(C#N)c(CC#N)c1C#N | -1% | 0% | -7% | 68%[activator] | -9% | -32% | 3 | 6% | 0%
COc1ccc(-c2nc(-c3ccc(C(=O)O)cc3)no2)cc1 | 2% | . | -6% | -5% | . | -4% | . | . | .
Cn1cnnc1SCC(=O)Nc1ccccc1F | -1% | -5% | -18% | 21% | -1% | -13% | 19 | -3% | -9%
CCS(=O)(=O)c1ccc(O)c(NC(=O)Nc2cccc3ccccc23)c1 | -4% | -5% | -18% | 48%[activator] | -5% | 0% | -14 | 9% | -15%
CCOc1ccc(NC(=O)C/C(C)=N/NC(=O)COc2ccc(Br)cc2C)cc1 | 1% | 25% | -22% | 24% | -6% | -2% | -14 | 2% | -22%
COc1ccccc1NC(=O)c1cc2c(-c3ccccc3)nn(-c3ccccc3)c2s1 | i | . | -11% | 2% | 1% | 7% | . | ? | -2%
CSc1ncccc1C(=O)OCC(=O)N1CC2(C)CC1CC(C)(C)C2 (stereo not drawn) | 2% | 5% | -26% | 91%[activator] | . | -9% | -6 | . | .

Not all compounds are listed; count on the stated rates, not on these rows.
